# Screens (PubChem BioAssay)
# OX1R antag-1: blocks the human orexin 1 receptor; hit rate 1.8% among 330,000; AID 485270; inhibition, % at 6.6 µM; OX1R-expressing cells, FRET antagonist read-out; O43613; in the data active = inhibition mostly above about 38%, no sharp cut-off; inactive = mostly below about 40%;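 also: 0% = agonist challenge alone and 100% = reference antagonist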
# Target sequence (O43613 whole entry, looked up): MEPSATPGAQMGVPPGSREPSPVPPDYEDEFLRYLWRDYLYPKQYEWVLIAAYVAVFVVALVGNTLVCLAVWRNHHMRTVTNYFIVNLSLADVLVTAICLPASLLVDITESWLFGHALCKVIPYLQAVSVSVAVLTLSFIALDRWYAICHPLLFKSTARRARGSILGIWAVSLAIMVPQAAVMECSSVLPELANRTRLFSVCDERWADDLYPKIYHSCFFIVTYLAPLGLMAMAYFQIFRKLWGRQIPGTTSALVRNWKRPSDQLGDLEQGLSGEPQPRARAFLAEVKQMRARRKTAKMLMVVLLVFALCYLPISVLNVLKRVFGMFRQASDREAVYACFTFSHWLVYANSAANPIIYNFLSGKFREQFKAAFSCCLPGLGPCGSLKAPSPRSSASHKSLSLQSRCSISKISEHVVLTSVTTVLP
# CHT PAM: allosterically activates the human high affinity choline transporter. hit rate 0.49% among 310,000. B-score at 10 µM. CHT-expressing cells, membrane potential dye, choline EC20; hits give high values; LV-AA mutant CHT in HEK293 cells. AID 488977;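 active = initial fluorescence not abnormally high and integrated response B-score, plate-corrected, over 3 SD above library mean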
# Target sequence (Q9GZV3 whole entry, looked up): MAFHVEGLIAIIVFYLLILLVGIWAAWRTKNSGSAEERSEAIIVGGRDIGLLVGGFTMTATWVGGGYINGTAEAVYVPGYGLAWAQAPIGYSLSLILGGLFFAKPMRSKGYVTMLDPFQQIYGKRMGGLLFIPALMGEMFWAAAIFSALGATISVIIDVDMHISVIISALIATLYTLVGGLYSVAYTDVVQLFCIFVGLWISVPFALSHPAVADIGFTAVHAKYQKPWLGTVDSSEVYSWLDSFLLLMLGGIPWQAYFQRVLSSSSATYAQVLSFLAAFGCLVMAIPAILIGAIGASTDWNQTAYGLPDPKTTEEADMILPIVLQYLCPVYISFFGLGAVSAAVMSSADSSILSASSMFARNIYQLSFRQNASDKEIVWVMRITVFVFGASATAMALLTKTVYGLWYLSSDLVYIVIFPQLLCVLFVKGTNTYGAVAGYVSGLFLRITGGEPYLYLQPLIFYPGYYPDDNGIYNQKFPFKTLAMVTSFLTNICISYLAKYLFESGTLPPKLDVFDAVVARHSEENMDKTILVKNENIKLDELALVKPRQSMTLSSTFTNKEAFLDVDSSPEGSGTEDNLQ
# OX1R antag-2: human HCRTR1 antagonism. inhibition, % at 5 µM. hit rate 0.43% among 330,000. AID 434989. CHO/OX1R cells, Fluo-8 calcium fluorescence, orexin A;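 active = inhibition above its plate's threshold, mean inhibition of all tested compounds on the plate plus 3 SD, cut at about 37% in these data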;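 also: 0% = orexin A challenge wells and 100% = SB-334867-A antagonist wells; not every result past the cut was called active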
# * = called active by the depositor; i = inactive; / = not tested or not shown.
SMILES | OX1R antag-1 | CHT PAM | OX1R antag-2
CC(C(=O)NN)n1nnc(N2CCOCC2)n1 (centres undefined) | 0 | i | -15
COc1ccc(C)cc1S(=O)(=O)N1CCCCC1 | 12 | i | 3
CCc1ccc(NC(=O)CSc2nnc(CC)c(CC)n2)cc1 | 12 | i | -11
OCC1CCCCN1C(=S)Nc1cccc(Cl)c1 (centres undefined) | 9 | i | -11
CSc1cccc(NC(=O)C2CCCN2S(=O)(=O)c2ccc3c(c2)CCC(=O)N3)c1 (centres undefined) | 28 | i | -7
Fc1ccc(NC(=S)Nc2ccc(F)c(Cl)c2)cc1Cl | 36 | i | 34
COc1ccc(S(=O)(=O)N(C)CC(=O)Nc2ccc3c(c2)OCCO3)cc1 | 22 | i | -13
Cc1ccc(NC(NC(=O)c2ccccc2[N+](=O)[O-])C(Cl)(Cl)Cl)cc1 (centres undefined) | 27 | i | -17
O=C(COc1cccc(F)c1)Nc1ccc2[nH]c(=O)[nH]c2c1 | 0 | i | 1
O=C(NCc1cccs1)C(=O)c1c[nH]c2ccccc12 | 13 | i | 1
CSc1ccc(/C=C/C(=O)OCC(=O)c2ccc[nH]2)cc1 | 7 | / | 4
O=C(NCC(=O)N1CCCCCC1)c1ccc(OC(F)F)cc1 | 1 | i | -12
COC(=O)C1=C(C)NC(C)=C(C(=O)OC)C1c1ccco1 | 12 | i | -8
c1ccc2c(c1)oc1c(Nc3ccc4c(c3)OCCO4)ncnc12 | 72* | i | -3
CCOCCNC(=O)c1ccc2c3c(cccc13)CC2 | 11 | i | -13
COC(=O)C1(C#N)C(c2ccccc2)C1(C(=O)OC)C(=O)OC (centres undefined) | 23 | i | -3
Cc1cc(NCC(C)C)n2ncnc2n1 | 21 | i | -15
Cc1nn(CC(=O)Nc2ccc(Cl)cc2Cl)c(=O)c2ccccc12 | 8 | i | -25
CCOc1ncccc1C(=O)OCC(=O)c1ccc(OC)c(OC)c1 | 26 | i | 11
CCc1noc(C)c1C(=O)Nc1nc(-c2ccc(F)cc2)c(C)s1 | 3 | i | -13
O=S(=O)(Nc1cccnc1Cl)c1ccc2c(c1)OCCO2 | 12 | i | -2
O=C(COC(=O)c1ccccc1O)NC(c1ccccc1)c1ccccc1 | 5 | / | 3
CC(C)(C)N1C(=O)[C@H]2[C@@H](c3ccc(Br)cc3)N3C(=O)N(c4cccc(Cl)c4)C(=O)[C@@]3(Cc3ccccc3)[C@H]2C1=O | 13 | i | -38
COc1ccc(/C=N/n2c(C)nc3sc(C)c(C)c3c2=O)cc1 | 2 | i | -18
COc1cccc(-n2c(SCC(=O)NC3CCS(=O)(=O)C3)nc3ccccc3c2=O)c1 (centres undefined) | 4 | / | -18
Cc1nn(-c2ccccc2)c(C)c1/C=C/C(=O)OCC(=O)Nc1ccc(S(N)(=O)=O)cc1 | 10 | / | 5
CCN(CC)C(=O)CSc1nnc(-c2ccc(S(=O)(=O)N3CCCC3)cc2)o1 | 9 | i | -6
Cc1nnc(NC(=O)CSc2nnc(-c3ccc(S(=O)(=O)N4CCCC4)cc3)n2C)s1 | 7 | i | 1
COc1ccc2nc(-c3ccccc3)cc(C(=O)OCC(=O)N3CC(C)OC(C)C3)c2c1 (centres undefined) | 14 | / | 5
Cc1nc2cc(C(=O)OCC(=O)NC(C)C(C)C)ccc2n1-c1ccccc1 (centres undefined) | 5 | i | -22
COc1ccccc1CC(NC(C)=O)C(=O)N1CCN(C(=O)Nc2ccccc2Cl)CC1 (centres undefined) | 8 | i | -9
CC(C)Oc1cccc(-c2cc(C(=O)NN3CCOCC3)c3ccccc3n2)c1 | 17 | i | -35
COC(=O)C1(C(=O)OC)NOC2C(=O)N(c3ccccc3)C(=O)C21 (centres undefined) | 2 | i | -14
Cc1ccc(Nc2nc(N)nc(CSC(=S)N3CCOCC3)n2)cc1 | 17 | i | -22
O=C(c1cn(-c2ccccc2)nc1-c1ccc(Cl)cc1)N1CCOCC1 | 12 | i | -19
CC#CCCCC(=O)Nc1cccc(C(=O)O)c1 | -3 | i | 2
COc1ccc(Cn2cnc3c(NS(C)(=O)=O)c(C)c(C)cc32)cc1 | 7 | i | -16
CCC1Oc2nc(SC)nnc2-c2ccccc2N1C(=O)c1ccccc1 (centres undefined) | 45 | i | -14
COc1ccc(CCNC(=S)NCc2ccc(Cl)c(Cl)c2)cc1OC | 23 | i | -23
CC(C)(C=O)C1=CC(=O)c2ccccc2C1=O | 29 | i | 22
Cc1oc2ccc(OCc3ccc(Cl)cc3)cc2c1C(=O)O | 40 | i | -5
O=C(COC(=O)c1ccc(Cl)c(Cl)c1)Nc1cccnc1Cl | 11 | i | -20
O=C(c1ccco1)N1CCN(C(=O)C2CCCc3c2[nH]c2ccc(Cl)cc32)CC1 (centres undefined) | -2 | i | -27
CCC(Oc1ccccc1)C(=O)Nc1ccsc1C(=O)OC (centres undefined) | 17 | i | -36
O=C(N/C(=C\c1ccc(O)cc1)C(=O)N1CCCCC1)c1ccccc1 | 33 | i | -7
CC(=O)Nc1cccc(/C(C)=N\NC(=O)c2ccc(Cn3nc([N+](=O)[O-])c(Cl)c3C)o2)c1 | 52 | i | -10
C=CC[C@H]1CC(Cc2ccccc2)=C[C@H](CC=C)N1 | 23 | i | -17
CCC1CCC2(CC1)NC(=O)N(CC(=O)NCc1ccccc1Cl)C2=O (centres undefined) | 10 | / | -28
OC(COCc1cccs1)CN1CCN(c2ccccc2Cl)CC1 (centres undefined) | 16 | i | -29
CCc1nnc(NC(=O)CCN2C(=O)C3CCCCC3C2=O)s1 (centres undefined) | 4 | i | -12
COc1ccccc1C(=O)n1nc(-c2ccccc2)nc1N | 17 | i | -14
COc1ccc(NC(=O)c2ccc(-n3nc(C)c[n+]3[O-])cc2)cc1 | 14 | i | -4
O=C(C1CN(S(=O)(=O)c2ccccc2)CCN1S(=O)(=O)c1ccccc1)N1CCCCCC1 (centres undefined) | 6 | i | -32
CCOC(=O)c1cc(CC)sc1NC(=O)CCC(=O)O | 3 | i | -4
O=S(=O)(Nc1ccc2c(c1)OCO2)c1ccccc1 | 15 | i | 0
CC12CCC(=O)N1C(C(=O)Nc1cc(S(=O)(=O)N3CCCCCC3)ccc1OCC(F)(F)F)CS2 (centres undefined) | 11 | i | -20
CC1(C)C2([N+](=O)[O-])CN3CC1([N+](=O)[O-])CN(C2)C3c1ccc(O)c(O)c1 (centres undefined) | 2 | i | -6
CN(CCCC(=O)NCCc1ccccc1)S(=O)(=O)c1ccc([N+](=O)[O-])cc1 | 46* | i | -7
COc1ccccc1N1CCN(/N=C\c2cccnc2)CC1 | 5 | i | -5
COc1ccc(Cc2nc(-c3ccccn3)no2)cc1 | 12 | i | -6

# (further entries)
SMILES | OX1R antag-1 | CHT PAM | OX1R antag-2
CCOC(=O)c1ccc(NC(=O)c2nn(C)cc2Br)cc1 | 14 | i | -25
COc1ccc(S(=O)(=O)N2CC(C(=O)O)Oc3ccccc32)cc1 (centres undefined) | -5 | i | -9
CC(=O)Oc1ccc(NC(=O)CCC2CCCCC2)c(C(=O)O)c1 | 23 | i | 2
CCN(CC(=O)Nc1ccc(NC(C)=O)cc1)C(=O)Cc1cccc2ccccc12 | 25 | i | -2
O=c1ccc2ccc(O[C@@H]3O[C@H](CO[C@@H]4OC[C@](O)(CO)[C@H]4O)[C@@H](O)[C@H](O)[C@H]3O)cc2o1 | 2 | / | 3
COc1cc(C2c3c(n[nH]c3C)C(=O)N2c2ccc(C)cc2)ccc1O (centres undefined) | 7 | i | 2
COc1ccc(N2CCN(S(=O)(=O)c3cn(C)cn3)CC2)cc1 | 13 | i | -17
O=C(Nc1ccccc1C(=O)Nc1ccc(F)cc1)c1ccco1 | 23 | i | -12
CCOc1ccc(-c2cccc(NS(=O)(=O)c3cc([N+](=O)[O-])ccc3Cl)c2)nn1 | 30 | i | -41
CC(=O)Nc1ccc(N2CCN(C(C)=O)CC2)cc1 | 4 | i | -2
CC1(c2ccc([N+](=O)[O-])cc2)NC(=O)N(CC(=O)Nc2ccc(N3CCCCC3)cc2)C1=O (centres undefined) | 6 | i | 21
COC(=O)c1ccccc1NC(=O)CCc1ccccc1 | 24 | i | -12
O=C(Cn1nc(C(F)(F)F)cc1C1CC1)NCc1ccccc1F | 11 | i | -22
COc1ccccc1C(CNC(=S)NCc1ccccc1)N1CCCC1 (centres undefined) | 17 | i | -26
COC(=O)CCCC1=CC2=C(c3ccccc3)C(=O)C(C)(OC(=O)C3CCCC3)C(=O)C2=CN1Cc1ccc(OC)cc1 (centres undefined) | 25 | i | -21
Cc1ccc(S(=O)(=O)n2ccc(-c3cccc(OCc4c(F)cccc4Cl)c3)n2)cc1 | 4 | i | 7
Clc1ccccc1/C=N/c1cc(-c2ccccc2)nn1-c1ccccc1 | 10 | i | -29
COc1ccc(NC(=O)COc2ccc(/C=C/c3cc[n+](C)cc3)cc2OC)cc1 | 53 | i | -9
Brc1ccc(CN2CC[C@H]3C=CCc4cccc(c43)C2)cc1 | 8 | / | -26
Cc1noc(C)c1CSCC(=O)Nc1cccc(C(F)(F)F)c1 | 4 | / | -1
O=C(O)CCCCCCCCCC[n+]1ccccc1 | 8 | i | -2
CC(OC(=O)c1cccc(-n2cnnn2)c1)C(=O)NC1(C#N)CCCCC1 (centres undefined) | 3 | / | -7
C/C(=N\Nc1ccccn1)c1ccc(C#N)cc1 | 25 | i | -7
CCOC(=O)c1c(C)[nH]c(C(=O)OCC(=O)N2CCN(S(=O)(=O)c3ccc(C)cc3C)CC2)c1C | -2 | / | -14
Cc1cc(C)n(-c2nc(SCC(=O)Nc3nccs3)c3c4c(sc3n2)COC(C)(C)C4)n1 | 18 | i | -22
COc1ccc(CNC(=O)CCS(=O)(=O)c2ccc3c(c2)oc(=O)n3C)cc1 | 1 | i | -6
O=S(=O)(Nc1cc(Cl)ccc1N1CCOCC1)c1ccccc1Cl | 8 | / | -20
CC[C@]12c3[nH]c4cc(-c5ccco5)ccc4c3CCN1C(=O)[C@@H](CC(=O)NCC13CC4CC(CC(C4)C1)C3)C[C@@H]2C(=O)N1CCN(C(=O)C2CC2)CC1 | -1 | / | 16
Cc1cc(C)c2nc(Nc3nc(-c4ccccc4)cc(=O)[nH]3)nc(C)c2c1 | 20 | i | -34
CCOc1cc(S(=O)(=O)N2CCCC2)c(C)cc1C | 18 | i | -14
Cc1cc(Nc2ccc(Br)cc2F)n2nc(C)nc2n1 | 8 | i | -22
Cc1ccc(-n2c(C)cc(C(=O)CSc3nncs3)c2C)cc1 | 57* | i | 92*
COc1ccc(C)cc1NC(=O)C(=O)N/N=C(\C)CC(=O)Nc1cccnc1 | 28 | i | -25
CCOC(=O)c1cc2ccc(OC(=O)c3ccco3)cc2oc1=O | 14 | i | -12
COc1cc(/C=N/NC(=O)c2ccncc2)c([N+](=O)[O-])cc1OC | 28 | i | -18
CCOc1ccc(/C=C/C(=O)N(CC)CC(=O)NCc2cccs2)cc1OC | 10 | i | -20
COc1cccc(CNC(=O)CCNS(=O)(=O)c2ccc3c(c2)CC(C)N3C(C)=O)c1 (centres undefined) | -1 | i | -27
O=C(OCc1cc(=O)n2c(n1)sc1ccccc12)c1ccc(O)cc1 | 53* | i | -22
COC(=O)c1cc(C#N)c(N(C)Cc2ccccc2)nc1C | 16 | i | -29
O=S(=O)(NCC(c1cccnc1)N1CCN(c2ccc(F)cc2)CC1)c1cccs1 (centres undefined) | -2 | i | -14
CC(C)(C)NC(=O)CN(c1cccc([N+](=O)[O-])c1)S(=O)(=O)c1ccccc1 | 2 | i | -20
Cc1ccc(NC(=S)N(Cc2ccco2)C(C)c2cccs2)cc1 (centres undefined) | 7 | i | -5
COc1ccc(C(=O)NC2CC2)cc1OC1CCN(Cc2ccccc2F)CC1 | 16 | i | -21
Cc1ccc(NC(=O)NCCCc2ccccc2)cc1 | 11 | i | 9
CCn1c(CSc2nc(C)cc(C)n2)nnc1SCC(=O)Nc1ccccc1 | 11 | i | -17
CN(C)c1oc(-c2ccc(OCc3ccc(Cl)cc3)cc2)nc1C#N | 5 | i | -24
CCNC(=S)NNC(=O)c1cccn(Cc2ccc(Cl)cc2)c1=O | 15 | i | 5

# Part of the list above, with values under each structure.
# Under each structure: OX1R antag-1, CHT PAM, OX1R antag-2
> Cc1cc(Nc2ccc(Br)cc2F)n2nc(C)nc2n1
    8, i, -22
> Cc1ccc(-n2c(C)cc(C(=O)CSc3nncs3)c2C)cc1
    57*, i, 92*
> COc1ccc(C)cc1NC(=O)C(=O)N/N=C(\C)CC(=O)Nc1cccnc1
    28, i, -25
> CCOC(=O)c1cc2ccc(OC(=O)c3ccco3)cc2oc1=O
    14, i, -12
> COc1cc(/C=N/NC(=O)c2ccncc2)c([N+](=O)[O-])cc1OC
    28, i, -18
> CCOc1ccc(/C=C/C(=O)N(CC)CC(=O)NCc2cccs2)cc1OC
    10, i, -20
> COc1cccc(CNC(=O)CCNS(=O)(=O)c2ccc3c(c2)CC(C)N3C(C)=O)c1 (centres undefined)
    -1, i, -27
> O=C(OCc1cc(=O)n2c(n1)sc1ccccc12)c1ccc(O)cc1
    53*, i, -22
> COC(=O)c1cc(C#N)c(N(C)Cc2ccccc2)nc1C
    16, i, -29
> O=S(=O)(NCC(c1cccnc1)N1CCN(c2ccc(F)cc2)CC1)c1cccs1 (centres undefined)
    -2, i, -14
> CC(C)(C)NC(=O)CN(c1cccc([N+](=O)[O-])c1)S(=O)(=O)c1ccccc1
    2, i, -20
> Cc1ccc(NC(=S)N(Cc2ccco2)C(C)c2cccs2)cc1 (centres undefined)
    7, i, -5
> COc1ccc(C(=O)NC2CC2)cc1OC1CCN(Cc2ccccc2F)CC1
    16, i, -21

# No enrichment for hits, and some 2.5% of all compounds hit somewhere here.
